Compound activity as filed in PubChem BioAssay.
APP transl inh: APP translation inhibition; inhibition, % at 2 µM; 0.82% of 190,000 active; SH-SY5Y APP 5'UTR-luciferase reporter, luminescence;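 active = inhibition above a set limit, derived from the sample mean plus 3 SD, cut at about 45% in these data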; also: values of inactives mirror those of a sister screen read the other way
APP 5'UTR act: APP 5'UTR luciferase reporter activation. SH-SY5Y APP 5'UTR luciferase reporter, luminescence; zero percent = DMSO vehicle wells. activation, % at 2 µM. AID 1276. 1% of 190,000 active;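 active = activation above a set limit, based on mean plus 3 SD of controls, cut at about 140% in these data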; also: values of inactives mirror those of a sister screen read the other way
STAT1 blocker: reduces IFN-gamma driven STAT1 reporter signal; NIH 3T3 STAT1-luciferase reporter, luminescence; inhibition, % at 5.5 µM; 0.35% of 200,000 active; AID 920;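 active = inhibition above a set limit, the mean inhibition across all tested compounds plus 3 SD, cut at about 34% in these data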;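 also: 0% = IFN-gamma with DMSO and 100% = IFN-gamma with 300 µM nifuroxazide; values of inactives mirror those of a sister screen read the other way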
STAT3 inh: inhibitors of IL-6 induced STAT3 signaling. inhibition, % at 5.5 µM. 0.89% of 190,000 active. U3A cells, IL-6 STAT3-luciferase reporter, luminescence; host cell line lacks STAT1;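 active = inhibition above the mean inhibition across all screened compounds plus 3 SD, cut at about 44% in these data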;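 also: 0% = DMSO only wells and 100% = 100 µM nifuroxazide control wells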
STAT1 activator: increases IFN-gamma driven STAT1 reporter signal; AID 932; activation (% of control), % at 5.5 µM; 2.6% of 200,000 active; NIH 3T3 STAT1-luciferase reporter, luminescence; 100% = IFN-gamma alone, no compound;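 active = activation above the screen-wide mean activation plus 3 SD, cut at about 130% in these data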;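 also: raw ratio to IFN-gamma control signal so 100% means no change and 0% no light; values of inactives mirror those of a sister screen read the other way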
STAT3 activator: activators of IL-6 induced STAT3 signaling; U3A cells, IL-6 STAT3-luciferase reporter, luminescence; 100% = signal with IL-6 EC80 alone; activation (% of control), % at 5.6 µM; 0.91% of 190,000 active; AID 871;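 active = activation above the screen-wide mean of compound activation plus 3 SD, cut at about 130% in these data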;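 also: 0% = background luminescence of wells with medium and substrate only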
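Test system: Human STAT1-deficient U3A cells with stable STAT3-luciferase reporter | Also added: Interleukin-6, 33 ng/mL | Timing: Compound pre-incubation 1 h before IL-6, then 6 h stimulation at 37 °C | Technique: Luciferase reporter luminescence | Read-out: Percent of IL-6-only median luminescence | Benchmarks: IL-6-only wells as 100% reference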
ROMK primary: modulates human ROMK potassium channel activity; P48048; Tet-inducible ROMK, thallium flux fluorescence; actives lie on both sides; B-score at 10 µM; 2% of 130,000 active; AID 1918;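 active = signal ratio slope over the read window, or its plate-corrected B-score, at least 3 SD from the plate mean, either direction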;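 also: B-score of the F/F0 ratio slope over 7 to 12 s after thallium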
Target sequence (P48048 whole entry, looked up): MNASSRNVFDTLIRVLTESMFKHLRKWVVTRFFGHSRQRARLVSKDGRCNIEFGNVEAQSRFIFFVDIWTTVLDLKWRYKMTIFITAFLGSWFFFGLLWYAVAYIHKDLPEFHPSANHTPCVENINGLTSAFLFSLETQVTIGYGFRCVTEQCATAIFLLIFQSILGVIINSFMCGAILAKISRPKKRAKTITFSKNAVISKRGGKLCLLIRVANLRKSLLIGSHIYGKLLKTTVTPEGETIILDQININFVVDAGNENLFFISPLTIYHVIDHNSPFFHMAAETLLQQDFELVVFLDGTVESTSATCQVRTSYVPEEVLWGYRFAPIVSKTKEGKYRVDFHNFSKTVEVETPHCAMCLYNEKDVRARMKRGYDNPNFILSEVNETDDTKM
FLuc act counter: affects firefly luciferase, flagging false hits in luciferase stimulation screens; ATPlite luciferase biochemical, luminescence, 10 min; 0 = ATP-free wells, 1 = DMSO control; activation factor at 10 µM; 200,000 tested, under 10 active; AID 1027;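 active = luciferase activation factor, scaled between plate controls, of at least 2 with compound at 10 µM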
Target sequence (P08659 whole entry, looked up): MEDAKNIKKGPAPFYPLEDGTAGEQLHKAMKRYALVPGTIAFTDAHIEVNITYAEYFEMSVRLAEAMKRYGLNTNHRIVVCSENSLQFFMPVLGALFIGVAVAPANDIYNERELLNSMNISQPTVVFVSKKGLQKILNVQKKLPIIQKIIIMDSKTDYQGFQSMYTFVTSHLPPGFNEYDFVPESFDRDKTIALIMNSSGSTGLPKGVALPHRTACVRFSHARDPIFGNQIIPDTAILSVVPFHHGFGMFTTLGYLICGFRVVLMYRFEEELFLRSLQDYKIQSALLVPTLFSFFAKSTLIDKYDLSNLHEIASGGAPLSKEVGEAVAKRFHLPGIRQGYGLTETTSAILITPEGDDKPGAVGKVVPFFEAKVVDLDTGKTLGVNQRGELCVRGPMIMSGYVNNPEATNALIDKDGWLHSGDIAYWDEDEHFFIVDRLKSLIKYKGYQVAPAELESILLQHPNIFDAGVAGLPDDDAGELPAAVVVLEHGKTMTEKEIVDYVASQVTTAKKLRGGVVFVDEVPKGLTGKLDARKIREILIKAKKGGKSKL
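System: cell-free luciferase reagent; medium: PBS as buffer for the ATP substrate; doses: test compounds dosed from 2 mM stocks in 100% DMSO; incubation: 10 min, room temperature; measured by: luminescence from luciferase reaction; read-out: luciferase activation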
FLuc inh counter: counter-screen for luciferase assay inhibitors: firefly luciferase inhibition | P08659 | ATPLite firefly luciferase biochemical luminescence, 10 min | inhibition, % at 10 µM | 1.5% of 200,000 active | AID 1006;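 active = inhibition above about 50% when tested at 10 µM, limit read from the data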
NF-kB neuron act: compounds increasing NF-kB expression in human neuronal cells; NF-kB reporter expression; hits give high values; fold change at 12.5 µM; 1.6% of 190,000 active; AID 1239; in the data active = fold change above about 3.3
Numbers without * were called inactive; / = no result given. An unsorted share of the library; overall some 7.1% were active at least once.

SMILES | APP transl inh | APP 5'UTR act | STAT1 blocker | STAT3 inh | STAT1 activator | STAT3 activator | ROMK primary | FLuc act counter | FLuc inh counter | NF-kB neuron act
Cc1ccc(C(=O)NCc2ccc(Cl)c(Cl)c2)o1 | -2 | 2 | 2 | 8 | 98 | 98 | / | 1 | 1 | 1.1
O=C(Nc1nnc(SCC(=O)N2CCCc3ccccc32)s1)c1ccccc1 | -12 | 12 | 8 | 24 | 93 | 81 | / | 0.1 | 92* | 1.5
Cc1occc1C(=O)NNC(=O)Nc1ccc(F)cc1F | 13 | -13 | -4 | 2 | 103 | 95 | / | 1 | 0 | 1
CCn1c(=O)c2cc(C(=O)NCCN3CCOCC3)sc2c2ccccc21 | 12 | -12 | 11 | 21 | 90 | 89 | / | 1.1 | -5 | 0.96
CN(c1cccc(NC(=O)c2ccccc2N(C)S(C)(=O)=O)c1)S(C)(=O)=O | 7 | -7 | 3 | -4 | 97 | 103 | / | 1.1 | -6 | 1.3
O=C(N/N=C/c1cccc(OC(=O)c2ccco2)c1)c1ccc(F)cc1 | -53 | 53 | -25 | 20 | 122 | 86 | 0.14 | 0.4 | 63* | 2.3
CC(C)CNC(=O)c1ccc(Cl)c(NC(=O)COc2ccccc2)c1 | -16 | 16 | -4 | 8 | 102 | 96 | / | 1 | -2 | 0.93
O=C(CCNC(=O)c1ccc([N+](=O)[O-])cc1)Nc1ccccc1N1CCOCC1 | -16 | 16 | -3 | -2 | 102 | 104 | -0.35 | 1.1 | -10 | 1.1
Cc1ccc(Cn2c(=N)n(CC(O)c3ccco3)c3ccccc32)cc1 (stereo unspecified) | 6 | -6 | 22 | 15 | 80 | 92 | / | 1.1 | -9 | 0.57
Cc1cc(C)cc(NC(=O)N2CCN(S(C)(=O)=O)CC2)c1 | 12 | -12 | -8 | 2 | 107 | 105 | -0.81 | 1.1 | -6 | 1.1
CCC(C)n1c(/C=C/c2ccccc2)nc2ccccc21 (stereo unspecified) | 18 | -18 | 3 | -1 | 97 | 100 | / | 0.6 | 36 | 1
COc1ccc(CN(Cc2ccc(C(=O)O)cc2)C(=S)Nc2ccccc2Cl)cc1OC | 6 | -6 | 2 | 3 | 98 | 99 | 0.87 | 1 | 0 | 0.93
COc1cc(/C=c2\sc3n(c2=O)CCCN=3)ccc1O | -15 | 15 | 4 | 4 | 96 | 100 | / | 1 | 0 | 1.8
CC1NC(=O)N(C)C2NC(=O)N(C)C(c3ccccc3)C12 (stereo unspecified) | 15 | -15 | -7 | 3 | 106 | 103 | 0.18 | 1 | -5 | 1
O=C(O)/C=C/c1cccc(NS(=O)(=O)c2ccccc2)c1 | 6 | -6 | 4 | -6 | 96 | 103 | -0.1 | 1 | -2 | 1.1
CCC(C)(C)n1nnnc1C(c1ccncc1)N1CCN(c2cccc(OC)c2)CC1 (stereo unspecified) | -9 | 9 | -2 | -2 | 102 | 106 | / | 1 | -3 | 1.1
Cc1nc2ccccc2nc1CN1CCN(Cc2ccc(F)c(F)c2)C(CCO)C1 (stereo unspecified) | -27 | 27 | -4 | 0 | 102 | 104 | -0.027 | 1 | -2 | 0.91
COc1ccc2c(c1)C=C(C(=O)NCc1ccc(Cl)cc1)CO2 | 15 | -15 | 3 | 14 | 93 | 95 | / | 1 | -4 | 0.96
CC1(C(=O)O)CCC(C(=O)Nc2ccccc2)C1(C)C (stereo unspecified) | -3 | 3 | -3 | 0 | 103 | 103 | 0.58 | 1 | -1 | 0.91
COc1nc(NC(C)(C)C)nc(Oc2ccc(=O)n(-c3ccccc3)n2)n1 | 5 | -5 | 6 | -9 | 95 | 112 | / | 1.1 | -10 | 0.88

Next section; it opens with the six that closed the last part.
SMILES | APP transl inh | APP 5'UTR act | STAT1 blocker | STAT3 inh | STAT1 activator | STAT3 activator | ROMK primary | FLuc act counter | FLuc inh counter | NF-kB neuron act
O=C(O)/C=C/c1cccc(NS(=O)(=O)c2ccccc2)c1 | 6 | -6 | 4 | -6 | 96 | 103 | -0.1 | 1 | -2 | 1.1
CCC(C)(C)n1nnnc1C(c1ccncc1)N1CCN(c2cccc(OC)c2)CC1 (stereo unspecified) | -9 | 9 | -2 | -2 | 102 | 106 | / | 1 | -3 | 1.1
Cc1nc2ccccc2nc1CN1CCN(Cc2ccc(F)c(F)c2)C(CCO)C1 (stereo unspecified) | -27 | 27 | -4 | 0 | 102 | 104 | -0.027 | 1 | -2 | 0.91
COc1ccc2c(c1)C=C(C(=O)NCc1ccc(Cl)cc1)CO2 | 15 | -15 | 3 | 14 | 93 | 95 | / | 1 | -4 | 0.96
CC1(C(=O)O)CCC(C(=O)Nc2ccccc2)C1(C)C (stereo unspecified) | -3 | 3 | -3 | 0 | 103 | 103 | 0.58 | 1 | -1 | 0.91
COc1nc(NC(C)(C)C)nc(Oc2ccc(=O)n(-c3ccccc3)n2)n1 | 5 | -5 | 6 | -9 | 95 | 112 | / | 1.1 | -10 | 0.88
Cc1cccc(Nc2nc(N)nc(CSc3nccn3C)n2)c1 | -26 | 26 | -40 | -6 | 136* | 109 | / | 1 | 0 | 2
COc1ccc(NC(=O)N2CCN(C(=O)C(Cc3ccc(F)cc3)NC(C)=O)CC2)cc1 (stereo unspecified) | -2 | 2 | -10 | 5 | 108 | 100 | 0.52 | 1 | -2 | 1.3
Cc1nc(SCC(=O)O)c2oc3ccccc3c2n1 | -11 | 11 | -1 | 2 | 101 | 103 | / | 1 | 3 | 1.5
Cc1ccc(CNC(=O)Nc2ccc3c(c2)N(C)C(=O)CS3)cc1 | -7 | 7 | 7 | 11 | 93 | 100 | -1.4 | 1 | 1 | 1.1
CC(=O)Nc1cccc(C(=O)N2CCN(Cc3ccccc3)CC2)c1 | 11 | -11 | -1 | 5 | 100 | 100 | / | 1 | -4 | 1
COc1ccc(/C=N/Nc2nc(-c3cccc(S(=O)(=O)N4CCCC4)c3)cs2)cc1OC | -16 | 16 | -8 | 1 | 107 | 100 | 0.47 | 1 | -3 | 0.67
O=C(Nc1ccccc1-c1ccccc1)c1cnccn1 | -10 | 10 | -11 | 16 | 110 | 94 | / | 1 | -4 | 1.9
c1ccc(CCc2nc(-c3ccncc3)no2)cc1 | -17 | 17 | -18 | 4 | 117 | 98 | / | 1 | -4 | 1
Cc1cccc(Cn2ccc(N)n2)c1 | -13 | 13 | -6 | 3 | 104 | 99 | 0.0052 | 1 | -2 | 1.5
COc1ccccc1NC(=S)N(Cc1ccco1)Cc1cc2cc(C)ccc2[nH]c1=O | -4 | 4 | -4 | 0 | 103 | 99 | 0.017 | 1 | -4 | 1.5
CCN(C(=O)COc1ccccc1)C1CCCCC1 | 4 | -4 | -6 | 1 | 104 | 103 | / | 1 | 2 | 1
Cc1c(Cl)c([N+](=O)[O-])nn1CC(=O)NCc1cccs1 | -4 | 4 | -6 | -11 | 105 | 108 | / | 1.1 | -8 | 1
CCn1cc(/C=N/NC(=O)c2ccc3c(c2)OCO3)c(C)n1 | 12 | -12 | -4 | 2 | 104 | 96 | 0.8 | 0.9 | 11 | 1.2
Cc1cccc(OCc2nnc(SCC(=O)Nc3cc(C)on3)n2C)c1 | 4 | -4 | 13 | 16 | 89 | 92 | / | 1 | -2 | 1
O=C(Oc1ccc(-n2cnnn2)cc1)c1ccccc1 | -6 | 6 | -13 | 0 | 110 | 104 | -0.41 | 1 | -3 | 1.1
CC(=O)Cc1nsc(NC(=O)c2ccc(COc3ccccc3)o2)n1 | -1 | 1 | -6 | 0 | 106 | 104 | 0.71 | 0.9 | 6 | 0.96
CCS(=O)(=O)N1CCN(Cc2c[nH]c3ccccc23)CC1 | -6 | 6 | 19 | -40 | 82 | 142* | 0.34 | 1 | -4 | 0.93
Cc1nc2nc(COc3ccccc3)nn2c(C)c1Cl | -8 | 8 | -7 | 22 | 107 | 85 | 0.0074 | 1.1 | -10 | 1.5
Cc1n[nH]c(=O)nc1NC(C)c1ccccc1 (stereo unspecified) | 6 | -6 | 0 | -2 | 100 | 107 | 0.96 | 1 | -4 | 1.2
Cc1cc(NS(=O)(=O)c2ccc(NC(=O)COc3ccc(Cl)cc3)cc2)no1 | -24 | 24 | -8 | 7 | 107 | 93 | / | 1.1 | -6 | 1.3

Of the compounds above, three have two or more sulfur atoms.
SMILES | APP transl inh | APP 5'UTR act | STAT1 blocker | STAT3 inh | STAT1 activator | STAT3 activator | ROMK primary | FLuc act counter | FLuc inh counter | NF-kB neuron act
O=C(Nc1nnc(SCC(=O)N2CCCc3ccccc32)s1)c1ccccc1 | -12 | 12 | 8 | 24 | 93 | 81 | / | 0.1 | 92* | 1.5
CN(c1cccc(NC(=O)c2ccccc2N(C)S(C)(=O)=O)c1)S(C)(=O)=O | 7 | -7 | 3 | -4 | 97 | 103 | / | 1.1 | -6 | 1.3
COc1ccc(/C=N/Nc2nc(-c3cccc(S(=O)(=O)N4CCCC4)c3)cs2)cc1OC | -16 | 16 | -8 | 1 | 107 | 100 | 0.47 | 1 | -3 | 0.67

The results go on:
SMILES | APP transl inh | APP 5'UTR act | STAT1 blocker | STAT3 inh | STAT1 activator | STAT3 activator | ROMK primary | FLuc act counter | FLuc inh counter | NF-kB neuron act
O=C(CCc1ccccc1)Nc1ccc(N2CCOCC2)cc1 | 16 | -16 | 2 | 4 | 99 | 102 | / | 1 | 1 | 1.6
COCCCN(C(=O)Nc1cccc(Cl)c1)C(C)c1ccccn1 (stereo unspecified) | -7 | 7 | 7 | -2 | 94 | 104 | / | 1 | -4 | 1
O=c1ccc(Br)c[nH]1 | 5 | -5 | -5 | -7 | 105 | 110 | -0.49 | 1 | 0 | 1.1
O=C(Cc1ncc(C(F)(F)F)cc1Cl)Nc1cccc(Br)c1 | 2 | -2 | -6 | 19 | 105 | 93 | / | 1 | -2 | 1.2
O=C(NN=C1CCCCCC1)c1ccc(Br)o1 | -23 | 23 | -18 | -10 | 116 | 107 | 0.45 | 1 | 1 | 1.6
CCc1nn(CC(=O)Nc2cc(C)ccc2C)c(=N)s1 | 7 | -7 | -3 | 2 | 103 | 102 | 0.0023 | 1.1 | -5 | 0.97
COC(=O)c1sc(NC(=O)c2ccc(C)o2)nc1C | -70 | 70 | -22 | 7 | 121 | 93 | -0.59 | 0.5 | 52* | 1.3
CN(C)S(=O)(=O)Oc1ccccc1C(=O)Nc1ccc(F)cc1 | 0 | 0 | 1 | 4 | 98 | 103 | 0.064 | 1 | -4 | 0.98
CSc1ccccc1NC(=O)COc1ccc(Cl)cc1C | -30 | 30 | 10 | -4 | 91 | 102 | / | 1.2 | -16 | 1.4
CCOC(=O)/C(C#N)=C1/C=CN(c2ccc(C)cc2)C=N1 | 3 | -3 | -10 | 2 | 110 | 103 | -0.24 | 1 | 5 | 2.1
Cc1cccc(OC(=O)NCCOC(=O)N(O)c2ccc(Cl)cc2)c1 | 2 | -2 | 9 | 4 | 92 | 99 | -2.9 | 1.1 | -7 | 0.75
O=C(O)c1c(F)c(F)c(F)c(F)c1-c1ccc(Cl)cc1 | 9 | -9 | 5 | 9 | 95 | 99 | -0.025 | 1 | -5 | 0.98
COc1ccc([N+](=O)[O-])cc1NC(=O)CSCc1cc(C)cc(C)c1 | -11 | 11 | 2 | -8 | 99 | 104 | -0.012 | 1.1 | -8 | 0.98
